Screening data deposited in PubChem by National Center for Advancing Translational Sciences (NCATS).
p53 reactivator: re-activators of mutant p53. AID 504706. H1299 p53-A138V BP100-luciferase reporter, luminescence, 24 h. 320,000 compounds, 0.063% hits. Potency, µM (doses to about 92.2 µM), for the others: top-dose activity change, positive = activation, usual class: activators; further: potency means the concentration at half of the fitted maximal effect; % of control where 0% means no effect; nearly all actives have a fitted effect of over 45% in size
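p53-null H1299 cells stably carrying temperature-sensitive p53-A138V and a BP100-luciferase reporter were pinned with compounds (4-point, 1:5 series) and held 24 hrs at 37 deg C. Luminescence was read 10 min after detection reagent.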
NPC1 prom act: activators of NPC1 promoter. Huh7 NPC1 promoter luciferase reporter, 24 h. Potency, µM (doses to about 9.22 µM), without a hit: at the top dose activation, most hits filed as activators. 320,000 compounds, 2.4% hits. AID 485313;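 further: potency means the concentration at half of the fitted maximal effect; % of control where 0% means no effect; nearly all actives have a fitted effect of over 60% in size; reporter is driven by a mutant NPC1 promoter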
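Readout is luciferase luminescence, reflecting NPC1 promoter activation in stably transfected Huh7 cells after 24 h compound exposure at 37 °C in reduced-serum medium with 10% FBS.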
PKM2 act: activators of human pyruvate kinase M2. Potency, µM (series often up to 57.5 µM), without a hit: at the top dose activation, most hits filed as activators. 260,000 compounds, 0.34% hits. P14618. purified PKM2, Kinase-Glo ATP luminescence, activation; response scale: 0% is enzyme alone, no compound; further: potency means the concentration at half of the fitted maximal effect; on the % scale 0 is the no-effect control and ±100 the full control effect; nearly all actives have a fitted effect of over 55% in size
Target sequence (P14618 whole entry, looked up): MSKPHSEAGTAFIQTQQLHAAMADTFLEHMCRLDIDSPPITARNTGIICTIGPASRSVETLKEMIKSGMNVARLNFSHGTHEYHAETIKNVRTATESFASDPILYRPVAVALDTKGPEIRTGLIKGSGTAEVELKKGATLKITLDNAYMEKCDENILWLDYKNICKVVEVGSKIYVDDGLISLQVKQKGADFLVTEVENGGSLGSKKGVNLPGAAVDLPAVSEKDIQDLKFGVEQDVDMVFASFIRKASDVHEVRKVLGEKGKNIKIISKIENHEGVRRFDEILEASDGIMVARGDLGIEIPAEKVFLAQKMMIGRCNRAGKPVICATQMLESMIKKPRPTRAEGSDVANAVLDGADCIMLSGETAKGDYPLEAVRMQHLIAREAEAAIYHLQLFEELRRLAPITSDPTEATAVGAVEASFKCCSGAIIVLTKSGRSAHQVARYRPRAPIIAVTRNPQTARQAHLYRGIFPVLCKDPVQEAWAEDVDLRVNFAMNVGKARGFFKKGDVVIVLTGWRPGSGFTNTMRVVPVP
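Kinase-Glo luminescence reports ATP generated from ADP (0.1 mM) and PEP (0.5 mM) by purified hPK-M2 after 1 h at room temperature, pH 7.2 imidazole buffer; intermediate enzyme activity allows detecting inhibitors and activators.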
BRCA1 expr up: increases BRCA1 expression; MCF7-BRCA1-FFLuc reporter, luminescence, 48 h; response scale: scaled: vehicle 0%, 10 µM genistein 100%; Potency, µM (titrated, usually from 46.1 µM), for the others: at the top dose activation, most hits filed as activators; 380,000 compounds, 1.1% hits; AID 624202; further: potency means the concentration at half of the fitted maximal effect; nearly all actives have a fitted effect of over 80% in size; some results filed as inactive show a strong effect at the top dose
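Luminescence from a BRCA1-driven firefly luciferase in MCF7 cells was the read-out, taken 15 min after substrate addition following 48 h compound exposure at 37 °C. Data were normalized to a 10 microM genistein control and DMSO vehicle.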
RORgamma inh: ROR gamma (mouse) transcription inhibition; P51450; Drosophila S2 Gal4-RORgamma UAS-luciferase reporter, 20 h; Potency, µM (doses to about 53.6 µM), without a hit: top-dose activity change, negative = inhibition, most hits filed as inhibitors; 310,000 compounds, 5.4% hits; AID 2551; further: potency means the concentration at half of the fitted maximal effect; on the % scale 0 is the no-effect control and ±100 the full control effect; nearly all actives have a fitted effect of over 60% in size
Target sequence (P51450 whole entry, looked up, the tested form may be a part): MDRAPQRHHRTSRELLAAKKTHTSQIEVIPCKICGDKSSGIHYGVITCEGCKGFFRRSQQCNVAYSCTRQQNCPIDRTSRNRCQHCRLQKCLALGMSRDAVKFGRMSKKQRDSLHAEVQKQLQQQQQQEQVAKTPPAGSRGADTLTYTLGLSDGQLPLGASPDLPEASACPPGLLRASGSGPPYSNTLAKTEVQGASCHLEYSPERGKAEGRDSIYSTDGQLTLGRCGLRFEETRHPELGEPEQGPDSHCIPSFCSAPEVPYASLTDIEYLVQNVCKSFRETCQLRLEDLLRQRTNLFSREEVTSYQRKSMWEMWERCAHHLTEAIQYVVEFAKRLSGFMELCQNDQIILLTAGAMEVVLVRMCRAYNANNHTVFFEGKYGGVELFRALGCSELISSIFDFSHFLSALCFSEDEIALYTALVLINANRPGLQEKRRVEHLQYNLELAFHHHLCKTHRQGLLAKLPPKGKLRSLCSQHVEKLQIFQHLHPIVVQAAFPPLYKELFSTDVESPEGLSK
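Stably transfected Drosophila Schneider cells are the test system, with ROR gamma fused to Gal4 and luciferase under UAS control; luminescence is read after 20 hr of 700 uM copper sulfate induction at ambient temperature.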
Gal4-VP16 FLuc: inhibits Gal4-VP16 luciferase reporter, ROR gamma counter-screen. Drosophila S2 Gal4-VP16 UAS-luciferase, luminescence, 20 h. Potency, µM (series often up to 53.6 µM), for the others: at the top dose activity, negative = inhibition, actives largely listed as inhibitors. 310,000 compounds, 3.5% hits. AID 2546;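 further: Gal4-VP16 expression switched on by copper sulfate through the metallothionein promoter; potency means the concentration at half of the fitted maximal effect; on the % scale 0 is the no-effect control and ±100 the full control effect; nearly all actives have a fitted effect of over 50% in size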
ELG1 genotoxic: induces genotoxicity in HEK293T cells with luciferase-tagged ELG1; HEK293T ELG1-luciferase reporter, luminescence, 16 h; Potency, µM (highest dose often 46 µM), without a hit: top-dose activity change, positive = activation, actives largely listed as activators; 330,000 compounds, 1.3% hits; further: potency means the concentration at half of the fitted maximal effect; % of control where 0% means no effect; nearly all actives have a fitted effect of over 60% in size
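Cells (2,000/well) expressing the ELG1-luciferase fusion are dosed by pin tool and kept 16 hr at 37 °C, 5% CO2. Signal comes from ONE-Glo luciferase reagent after 30 min at room temperature.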
FLuc modulator: counter-screen for miR-21 project: firefly luciferase inhibitors or activators | P08659 | purified FLuc, Km substrates, luminescence inhibition | Potency, µM (series often up to 57.5 µM), inactives show top-dose activity change, negative = inhibition, actives largely listed as inhibitors | 360,000 compounds, 6.9% hits;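 further: potency means the concentration at half of the fitted maximal effect; plate controls were vehicle for no effect and reference inhibitor for full effect; nearly all actives have a fitted effect of over 55% in size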
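Purified P. pyralis luciferase, 10 nM final, with Km-level 10 uM D-luciferin and 10 uM ATP in 50 mM Tris acetate pH 7.5, 10 mM Mg acetate, 0.01% Tween-20, 0.05% BSA; 6-point qHTS titration about 60 µM downward; luminescence read.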
Giardia kill: Giardia lamblia killing. 340,000 compounds, 0.15% hits. Giardia lamblia trophozoite viability. AID 540267. activity change, % at 7.66 µM, hits read low; in the data active means activity change below about -80%; inconclusive means between about -30% and that limit;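 further: parasites exposed to compound for two days anaerobically before the ATP read; on the % scale 0 is the no-effect control and ±100 the full control effect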
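Killing of trophozoites was scored by loss of ATP luminescence after a 48 hrs anaerobic exposure to compounds at 37 deg C, using 100 cells per well.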
Rab9 promoter act: activates the Rab9 promoter; Huh7 Rab9 promoter-luciferase reporter, luminescence, 24 h; 320,000 compounds, 2.8% hits; Potency, µM (titrated, usually from 9.22 µM), without a hit: top-dose activation, negative = inhibition, actives largely listed as activators; further: potency means the concentration at half of the fitted maximal effect; % of control where 0% means no effect; nearly all actives have a fitted effect of over 60% in size
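Luminescence from Amplite-detected luciferase (10 minutes, ambient) reports Rab9 promoter activation. Before that, stable Rab9-luciferase Huh7 cells (1500/well, reduced-serum OP-MEM I plus 10% FBS) were exposed to compound for 24 hours at 37C.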
Menin MLL FP TR: menin-MLL binding inhibition, Texas Red mutant peptide | O00255 | Menin + Texas Red MLL mutant peptide, fluorescence polarization | Potency, µM (highest dose often 61.6 µM), for the others: at the highest dose FP activity change, negative = inhibition, usual class: inhibitors | 270,000 compounds, 0.23% hits; active means well fitted inhibition curve with a large enough effect in the polarisation, with a control signal flat, not every such curve was filed as active; inconclusive means small, poorly fitted or top-dose-only effect, or effect the other way, or a change in a side signal; inactive means no such curve, though single readings can be large or run the other way; the % refers to the polarisation; further: potency means the concentration at half of the fitted maximal effect; % of control where 0% means no effect; many of its hits are not listed in these tables
Starred values were filed as active, the others as inactive; ? = inconclusive; / = no result given; [ ] = another dose, or the depositor's remark. Unless noted, the call rests on the fitted dose curve; in most records, active means well fitted curve in the direction sought with a large enough effect; inconclusive means small, poorly fitted or top-dose-only effect, or another doubt; inactive means no such curve, though single readings can be large; an effect the other way counts as inactive or inconclusive.

SMILES	p53 reactivator	NPC1 prom act	PKM2 act	BRCA1 expr up	RORgamma inh	Gal4-VP16 FLuc	ELG1 genotoxic	FLuc modulator	Giardia kill	Rab9 promoter act	Menin MLL FP TR
COCCNCCOc1ccc(C)cc1[N+](=O)[O-]	-14%	5%	2%	-4%	2%	-3%	-1%	-5%	-17	15%	-2%
CCOC(=O)C1(CCOc2ccccc2)CCN(Cc2ccc(C)o2)CC1	7%	-5%	-9%	-8%	46%	1%	-5%	-1%	6	-17%	?
O=C(NC(=S)Nc1ccccc1C(=O)O)c1ccc(-c2ccc(Br)cc2)o1	23%	25%	/	?	?	8%	?	27µM*	1	23%	/
COc1ccc(N2CCN(C(CNC(=O)C(=O)NCC3CCCO3)c3ccco3)CC2)cc1 (centres undefined)	-9%	0%	-12%	-4%	-37%	-15%	-1%	0%	-11	2%	0%
Cc1ccc(OC(C)C(=O)Nc2ccc3c(c2)n(C)c(=O)n3C)cc1C (centres undefined)	/	-4%	1%	-42%	5%	4%	9%	6%	4	-3%	-5%
Cc1cc(C)nc(N/N=C2/CCSc3ccc(F)cc32)n1	-7%	2%	/	-24%	?	-1%	-4%	-12%	-13	0%	0%
O=C1CN(C(=O)c2cccc(F)c2)C(c2ccc(F)cc2)c2cc(F)ccc2N1 (centres undefined)	-3%	-2%	/	-13%	12%	1%	-4%	-1%	-7	-7%	?
CN(Cc1ccccc1F)c1nc(-c2cccnc2)nc2ccccc12	-4%	8%	-15%	-54%	-5%	3%	-6%	-6%	11	-6%	-10%
Cc1ccc(Cl)cc1NC(=O)N[C@@H](CC(C)C)C(=O)O	0%	-3%	-2%	-1%	18%	0%	0%	-1%	-19	0%	/
CSCCC(NC(=O)c1ccccc1)C(=O)NC1CCCC1 (centres undefined)	-1%	0%	4%	11%	41%	-15%	3%	0%	-3	2%	?
Cc1cc(C(=O)Nc2ccc3c(c2)OCO3)cs1	?	1.8µM*	-24%	53%	?	8%	7.3µM*	4.8µM*	-23	1.3µM*	6%
O=C(Nc1ccccc1Cl)c1ccccc1	16%	19%	2%	65%	23%	-7%	?	-19%	-5	22%	2%
NC(=O)CC(NC(=O)Cc1ccc(Cl)cc1)c1ccc(NC2CCCCCC2)c([N+](=O)[O-])c1 (centres undefined)	-1%	1%	-3%	0%	15%	1%	1%	0%	-28	-7%	4%
ClC(Cl)(Cl)c1nc(N/N=C/c2ccncc2)c2ccccc2n1	1%	-3%	4%	-20%	?	-13%	-7%	-1%	2	1%	34%[activator]
O=C(OCC#CCSc1nnc(-c2ccc([N+](=O)[O-])cc2)o1)c1cccs1	11%	13%	1%	-3%	27%	3%	0%	-5%	2	3%	-15%
CCCn1c2ccccc2c2nnc(SCC(=O)OC)nc21	1%	0%	22%	1%	?	-4%	2%	0%	9	-4%	3%
O=c1[nH]c(CCC2CCCC2)nc2ccccc12	5%	-6%	5%	1%	33%[10 µM]	18%	2%	-1%	-1	-3%	-3%
COc1ccccc1CNC(=O)COC(=O)c1ccc(-n2cnnn2)cc1	3%	-3%	/	23%	/	/	6%	-1%	-5	4%	/
NC(=O)COC(=O)c1cccc(S(=O)(=O)N2CCN(c3ccccc3)CC2)c1	5%	-6%	1%	-1%	42%	-1%	-2%	-2%	4	-2%	18%
COc1ccccc1S(=O)(=O)Cc1ccc(C(=O)N2CCN(c3cccc(Cl)c3)CC2)o1	?	-28%	-19%	-77%	-47%	-5%	4%	?	6	-16%	5%
COc1ccc(C2C(C#N)=C(C)NC3=C2C(=O)c2ccccc23)cc1 (centres undefined)	0%	-2%	-10%	-48%	20%	1%	1%	0%	-5	-4%	13%
NC(=O)CSc1nc2ccccc2c(=O)n1CCc1ccccc1	/	1%	4%	-18%	?	-27%	-3%	2%	0	-2%	-17%
COc1ccc2nc(Sc3c([N+](=O)[O-])nc(C)n3Cc3ccccc3)[nH]c2c1	-29%	-10%	2%	-19%	?	-25%	-3%	2%	-8	-16%	0%
CCOC(=O)C1CCCN(C2=C(NS(=O)(=O)c3ccc(Br)cc3)C(=O)c3ccccc3C2=O)C1 (centres undefined)	16%	-3%	/	-34%	-17%	-14%	-12%	-10%	-26	2%	?
COc1ccc(Nc2nc(C)cc(C)c2C#N)cc1OC	-7%	0%	-2%	-11%	0%	1%	-7%	1%	-7	-22%	1%[11.7 µM]
O=C(Nc1ccccc1Cl)c1cccc(NC(=O)C2CCCC2)c1	/	3%	11%	0%	/	/	-5%	-7%	-4	0%	1%
Cc1ccc2[nH]cc(C(=O)CN3CCN(c4ccccn4)CC3)c2c1	-2%	-1%	-15%	11%	-8%	5%	-6%	?	4	6%	-5%[11.7 µM]
COc1ccc(Cl)cc1C(=O)Nn1cnc2ccccc2c1=O	-3%	-4%	-2%	10%	-2%	1%	0%	0%	5	2%	/
O=C(COc1cc2oc(=O)cc(-c3ccccc3)c2cc1Cl)NCCN1CCOCC1	-27%	1%	-6%[0.46 µM]	-18%	-2%	2%	-3%	-1%	-15	0%	-24%
COc1ccc(S(=O)(=O)N2CCCC(C(=O)NC3CC3)C2)cc1Cl (centres undefined)	-1%	-3%	-6%	-15%	-2%	-13%	3%	1%	19	-1%	-1%
Cc1ccc(-n2nc(C)c(C3C(C#N)=C(N)OC4=C3C(=O)CCC4)c2Cl)cc1 (centres undefined)	3%	-2%	0%	/	-1%[10 µM]	3%	9%	0%	/	-6%	-16%
COc1ccccc1OCCN(C#N)c1nc(N(C)C)nc(N(C)C)n1	-1%	1%	1%	-22%	2%	5%	-19%	-13%	23	-3%	-22%
COCCN1Cc2cccc(C(=O)N3CCN(c4ccccc4)CC3)c2C1=O	-2%	1%	-13%	-8%	11%	-4%	4%	1%	20	-5%	-14%
CCOC(=O)/C(C#N)=C1/CCCCCN1C	0%	4%	-2%	14%	3%[10 µM]	2%	7%	0%	17	-2%	10%
Cc1ccc(Nc2nc(-c3c(C)n(C)n(-c4ccccc4)c3=O)c(C)s2)cc1	4%	-2%	3%	-13%	8%	-10%	-1%	0%	16	0%	-10%
COc1ccc(NC(=O)Cn2c(CCC(=O)O)ccc2-c2ccc(C)cc2)cc1	-2%	0%	-2%	9%	-2%	6%	-13%	-13%	-6	6%	-1%
COc1ccc(-c2coc3cc(OC4OC(CO)C(O)C(O)C4O)cc(O)c3c2=O)cc1 (centres undefined)	?	2.8µM*	/	?	-1%	8%	?	?	10	2.8µM*	12%[24.8 µM]
CN(CCOc1ccc(Cl)cc1)C(=O)c1ccccc1SCC(=O)N1CCCC1	-6%	-3%	/	-14%	/	/	-5%	-2%	-2	-5%	/
CCOc1ccccc1NC(=O)C(Sc1nnnn1C)c1ccccc1 (centres undefined)	-1%	-4%	-17%	-29%	-2%	0%	0%	4%	0	1%	6%
CN1CCN(C(=O)c2cc(Oc3c(F)c(F)c(F)c(F)c3F)cc(C(=O)N3CCN(C)CC3)c2)CC1	-3%	1%	-2%	-21%	3%	-1%	2%	1%	4	0%	-11%
Cc1c(O)c2c(=O)n(-c3ccccc3)c(-c3ccccc3)cc2oc1=O	10%	1%	-3%	-28%	-1%	3%	-3%	2%	9	0%	-2%
Cc1c(Cl)cccc1NC(=S)N/N=C/c1ccccc1Cl	2%	0%	-6%	-17%	1µM*	4.5µM*	4%	-11%	7	-3%	/
CCOC(=O)Oc1ccc2oc(C)c(C(=O)OCCOC)c2c1	-1%	7%	3%	67%	32%	-1%	12%	?	-6	-3%	-9%
CCOC(=O)C1=C(COc2ccccc2)NC(=O)NC1c1cccc([N+](=O)[O-])c1 (centres undefined)	/	-2%	2%	0%	29%	-1%	-1%	-1%	10	-1%	10%
O=C(CSc1ccccc1)Nc1cc(S(=O)(=O)N2CCOCC2)ccc1N1CCOCC1	0%	-6%	0%	-17%	7%	1%	-2%	-2%	13	22%	4%
CCC(C)(C)NC(=O)CN(Cc1ccco1)C(=O)CCC(=O)Nc1nccs1	-1%	-2%	/	-8%	-11%	-17%	-2%	0%	4	0%	-1%
C=CCN1C(=S)CC(c2ccccc2)=Nc2ccccc21	2%	-2%	3%	-33%	?	-9%	-3%	3%	12	-2%	-11%
CCOC(=O)c1cnc2c(-c3ccc(Cl)cc3)cnn2c1C	11%	1.8µM*	-1%	?	12%	26%	2.6µM*	0.6µM*	?	0.89µM*	0%

A portion of the library; rates above refer to the full screens.
